Screening data from PubChem.
esBAF inh = SWI/SNF esBAF complex inhibition | mouse ES cells, Bmi1-luciferase knock-in reporter, 24 h; 100% = twice the neutral-well signal | AID 602393 | hit rate 2% among 350,000 | reporter increase, % at 12.5 µM; in the data active means activation above about 40%;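 further: 0% = median of the plate's neutral control wells and 100% = double that signal; a rise in the Bmi1 reporter signal indicates esBAF inhibition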
RAD52 inh = RAD52 (human) annealing inhibition; P43351; recombinant RAD52 DNA annealing, FRET fluorescence; inhibition, % at 18.7 µM; hit rate 0.46% among 360,000; AID 651710;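 active means every replicate showing at least 50% inhibition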
F508del corr = correctors of CFTR F508del function in bronchial epithelial cells; AID 720511; CFBE cells, YFP halide quenching; stimulated with forskolin plus potentiator P3; % fluorescence drop versus neutral controls; activity (quench increase), % at 7.58 µM; hit rate 0.36% among 350,000;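 active means mean added fluorescence quench of at least 8% versus neutral control, with both replicates also reaching 8%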;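 further: cells transiently co-express mutant CFTR-F508del with the halide-sensitive YFP; corrector assay measuring rescue of mutant channel to the surface after 24 h compound exposure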
XiGFP reactiv = X-chromosome reactivation activator; XiGFP mouse fibroblasts, % GFP-positive cells imaging, 3 d; cells co-treated with 5-aza-dC sensitizer; scaled so ellipticine positive control = 100%; activation, % at 7.58 µM; hit rate 0.055% among 360,000; AID 743238;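 active means mean normalized replicate activation at least 10% and every replicate at or above 10%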;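 further: 0% = median of on-plate neutral control wells and 100% = ellipticine 6 µM median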
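Assay system: SV40-immortalized XiGFP fibroblast cells, line 68-5-11; buffer or medium: DMEM plus 5-aza-dC sensitizer; compound: one concentration, pinned; timing: compounds 3 days, fix/stain 15 min at room temperature; benchmarks: positive control ellipticine, 6 µM final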
ARNT-TACC3 inh = ARNT/TACC3 interaction disruption; AlphaScreen His-ARNT PAS-B/GST-TACC3 binding, luminescence; TACC3 fragment carries E629A point mutation; inhibition, % at 9.99 µM; hit rate 0.66% among 390,000; AID 623870;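 active means mean inhibition of replicates at least 50% and at least half of replicates each reaching 50%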;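 further: 0% = complete ARNT plus TACC3 wells and 100% = ARNT alone without TACC3; many hits fall short of the cut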
GSIS activator = GLuc luminescence reporter in INS-1E cells, primary screen for activators of glucose-dependent secretion of insulin | INS-1E GLuc reporter insulin secretion, 2-3 h | activation, % at 16.6 µM | hit rate 0.61% among 370,000 | AID 743287;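 active means lowest replicate activation of at least 40%, so every replicate reaches that level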;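 further: 0% = median of neutral control wells and 100% = median of IBMX positive control wells; some compounds called inactive have numbers as strong as hits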
RAD54 inh = blocks human RAD54 Holliday junction branch migration; Q92698; FAM/BHQ fluorescence; inhibition, % at 10.4 µM; hit rate 0.14% among 360,000;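 active means mean normalized replicate activity at least 40 and at least half of replicates scoring 40 or more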;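 further: 0% = median of neutral control wells and 100% = median of positive control wells; inhibitors cause a drop in the FAM fluorescence signal; in these data hits start at about 50%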
Target sequence (Q92698 whole entry, looked up): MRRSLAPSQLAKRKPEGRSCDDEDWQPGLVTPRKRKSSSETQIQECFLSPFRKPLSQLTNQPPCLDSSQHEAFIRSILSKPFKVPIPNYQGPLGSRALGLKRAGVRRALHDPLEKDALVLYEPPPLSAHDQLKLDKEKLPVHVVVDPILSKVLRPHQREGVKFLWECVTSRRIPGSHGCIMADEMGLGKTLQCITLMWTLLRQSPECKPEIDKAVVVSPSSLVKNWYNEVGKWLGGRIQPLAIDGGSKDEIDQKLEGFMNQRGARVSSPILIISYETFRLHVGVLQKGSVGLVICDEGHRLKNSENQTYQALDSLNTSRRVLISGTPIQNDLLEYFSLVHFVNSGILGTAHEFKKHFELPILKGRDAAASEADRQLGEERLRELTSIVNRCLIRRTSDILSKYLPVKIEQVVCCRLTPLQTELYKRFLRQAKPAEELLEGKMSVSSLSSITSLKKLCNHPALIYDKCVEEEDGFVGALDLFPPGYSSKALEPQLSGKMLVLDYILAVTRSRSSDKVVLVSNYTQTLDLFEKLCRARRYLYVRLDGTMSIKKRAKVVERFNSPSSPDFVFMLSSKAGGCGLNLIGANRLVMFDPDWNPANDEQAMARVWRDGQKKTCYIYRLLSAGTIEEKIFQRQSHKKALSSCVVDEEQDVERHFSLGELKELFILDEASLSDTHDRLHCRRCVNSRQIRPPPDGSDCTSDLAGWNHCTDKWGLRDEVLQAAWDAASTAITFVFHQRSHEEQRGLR
ERAP1 inh = ERAP1 (human) enzyme inhibition | inhibition, % at 10.7 µM | Q9NZ08 | AID 652197 | hit rate 0.15% among 340,000 | recombinant ERAP1, Leu-AMC fluorescence, 60 min;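 active means mean replicate inhibition of at least 30%, or all replicates individually reaching that 30% level; inactive means mean below 30% and not every replicate reaching it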;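 further: 0% = neutral control wells and 100% = L-leucinethiol positive control wells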
Active calls of the source: *; . = no result given; & = joins results of further samples. The order is random (roughly 3.3% active in at least one column).

molecule	esBAF inh	RAD54 inh	ERAP1 inh	GSIS activator	ARNT-TACC3 inh	XiGFP reactiv	F508del corr	RAD52 inh
Cc1ccc(-c2cnc(C(O)c3cccc(C)c3C)[nH]2)cc1 (configuration not stated)	5	-4	1	.	.	-0.1	1.4	-13
Cc1ccccc1-c1ncc(CN2CCN(C3CCCC3)C(CCO)C2)cn1 (configuration not stated)	-4	.	-1	-9	-3	0.6	-1.6	1
CCCN1C[C@@H](C)[C@@H](OC)CN(C)C(=O)c2cc(NS(=O)(=O)c3ccccc3)ccc2OC[C@@H]1C	3	4	.	5	1	-0.2	0.4	3
Cc1sc2ncn(CC(=O)N3CCCC(C)C3)c(=O)c2c1S(=O)(=O)N1CCCCC1 (configuration not stated)	3	1	-1	22	2	0.3	0.7	-13
CC(C)C(=O)Nc1cccc(C(=O)Nc2ccc(S(=O)(=O)Nc3nccs3)cc2)c1	-7	-5	-1	25	4	0.0	-6.1	13
Cc1nn(-c2ccccc2)c2nc(C(F)F)cc(C(F)F)c12	-7	-10	0	70*	-3	0.1	-2.0	-20
Cc1noc(C)c1S(=O)(=O)N(C)C[C@@H]1OCCCC[C@H](C)Oc2ccc(NC(=O)CCC(F)(F)F)cc2C(=O)N([C@H](C)CO)C[C@H]1C	1	-2	.	-10	-3	0.1	-0.9	.
CCC(CC)C1=NN2C(=N)/C(=C\c3cc(C)n(-c4cccc(C)c4)c3C)C(=O)N=C2S1	-4	-12	.	-7	.	-0.1	.	.
COc1ccccc1S(=O)(=O)N[C@@H]1C=C[C@@H](CC(=O)NCc2cc(F)cc(F)c2)O[C@H]1CO	5	-3	3	6	3	0.3	-1.0	-1
Cn1ncc(Br)c1C(=O)N1CCCC1	-5	-3	0	26	-11	-0.1	-1.3	2
CN(C)/C=N/c1c(C#N)cnn1-c1ccccc1	1	-7	-2	14	-6	.	0.4	7
C[C@H](CO)N1C[C@H](C)[C@H](CN(C)C)Oc2ncc(C#Cc3ccccc3F)cc2C1=O	.	.	3	-2	.	1.4	-0.2	37
O=C(O)c1c(C(=O)O)c(-c2ccc(F)cc2)n2c1CCC2	.	.	2	22	.	0.1	.	-17
CN1CCN(C(=O)C[C@@H]2C=C[C@@H](NS(=O)(=O)c3cccc(F)c3)[C@H](CO)O2)CC1	-3	-2	-1	17	-11	-0.2	-0.1	-3
COCC(=O)Nc1ccc2c(c1)C(=O)N(C)[C@@H]1CC[C@H](CC(=O)NCCCN(C)C)O[C@@H]1CO2	6	-15	1	10	.	0.0	2.8	13
O=S(=O)(N[C@H]1CC[C@@H](CCn2cc(C3CC3)nn2)O[C@@H]1CO)c1ccc(Cl)cc1	2	-4	1	7	.	-0.2	2.9	-2
Cc1c(N2C(=O)c3cccc4cccc(c34)C2=O)cnn1C	.	.	2	7	-13	0.2	2.5	-4
C#CCNC(=O)C(C)c1ncc(C(F)(F)F)cc1Cl (configuration not stated)	-13	2	10	-5	.	0.2	1.0	-8
CSc1ncccc1C(=O)NC1CCN(Cc2ccccc2)CC1	.	-8	2	13	7	0.0	0.5	-8
Cc1cccc(N2CCN(C(=O)c3ccc(NC(=O)CC4SC(N5CCCC5)=NC4=O)cc3)CC2)c1C (configuration not stated)	13	-20	-2	-29	3	-0.4	1.2	-17
O=C(CSc1ccc(-c2ccc(Br)cc2)nn1)N1CCOCC1	7	7	2	4	-4	-0.1	2.1	-35
Cc1ccc(S(=O)(=O)Nc2cccc3c2O[C@H](CN(C)Cc2ccc4c(c2)OCO4)[C@H](C)CN([C@H](C)CO)C3=O)cc1	1	5	0	-3	-11	-0.8	2.5	3
CCCC(=O)Nc1ccc2c(c1)C(=O)N(C)[C@@H]1CC[C@@H](CC(=O)NCc3cccc(F)c3)O[C@@H]1CO2	-1	.	.	-4	.	0.0	-3.0	.
O=C(CCC(=O)Nc1ccccc1Cl)NNC(=O)COc1ccc([N+](=O)[O-])cc1	-6	-6	0	7	5	0.3	-7.3	-7
O=[N+]([O-])c1cccc(CSC2=NCCN2S(=O)(=O)c2ccccc2)c1	3	-13	-5	4	5	-0.1	-0.9	4
COC(=O)C1=C(C)N(Cc2ccc(C(F)(F)F)cc2)C(=NCc2cccc(C(F)(F)F)c2)NC1c1ccccc1C(F)(F)F (configuration not stated)	.	.	3	35	.	0.4	2.9	-16
Cc1noc(C)c1S(=O)(=O)N(C)C[C@@H]1Oc2ccc(NC(=O)Cc3ccccc3)cc2CC(=O)N([C@H](C)CO)C[C@@H]1C	-6	-7	.	-31	-4	0.1	-6.1	.
CN(C)C(=O)c1cccc(-c2cnc3sc(NCc4ccc5c(c4)OCO5)nn23)c1	-15	-8	4	.	.	0.0	7.0	-10
CC1(C)NC(=O)N(CC(=O)N2CCN(S(=O)(=O)c3ccccc3C(F)(F)F)CC2)C1=O	9	0	0	-2	3	0.1	-0.8	-16
CN(C)S(=O)(=O)c1cccc(C(=O)NCC2CCCCC2)c1	7	-5	3	3	-2	0.2	-0.2	3
CN(C)S(=O)(=O)c1ccc(C(=O)NCc2ccco2)cc1	-7	.	-2	1	1	0.0	-1.6	-15
COCC(=O)N(C)C[C@@H]1Oc2cc(C#CCC3CCCC3)ccc2S(=O)(=O)N([C@@H](C)CO)C[C@@H]1C	7	5	.	-3	9	0.1	-5.1	10
CC1(c2ccc(OC(F)F)cc2)NC(=O)N(CC(=O)Nc2ccc(OC(F)F)cc2)C1=O (configuration not stated)	-3	6	1	-73	-1	0.5	0.5	-5
COC(=O)[C@@H](Cc1ccccc1)NC(=O)CC[C@H]1O[C@@H](n2cc(C)c(=O)[nH]c2=O)C[C@@H]1O	-3	-5	-6	10	-4	-0.1	-5.1	-13
COc1ccc2[nH]c(C(=O)N3CCNCC3)cc2c1OC	0	4	3	2	-4	-0.1	-0.6	0
C[C@@H]1CN([C@@H](C)CO)C(=O)c2cccc(NC(=O)NC3CCCCC3)c2O[C@H]1CN(C)S(=O)(=O)c1cn(C)cn1	2	-13	0	13	-7	-0.1	-0.8	-10
COC(=O)C1=C(C)N(C)C(=NCc2ccc3c(c2)OCO3)NC1c1ccc(C(F)(F)F)cc1 (configuration not stated)	.	.	0	-37	.	-0.2	0.3	6
Cc1noc(C)c1-c1ccc(C(=O)NCc2ccc(Cl)cc2)c2occc12	35	18	-3	-4	.	0.0	-1.4	2
C[C@@H]1CCCCO[C@@H](CN(C)C(=O)C2CCCCC2)[C@@H](C)CN([C@H](C)CO)C(=O)c2cc(NC(=O)NC3CCCCC3)ccc2O1	5&-2	-8&-8	17&-1	-7&1	.	0.0&0.3	3.0&-0.2	-70&-1
COc1ccccc1-c1cccc(-c2nc(C(=O)Nc3nccs3)cc3c2[C@@H](CCO)N(C(C)=O)C3)c1	.	.	2&7	-2&15	.	-0.1&0.0	1.2&0.3	-9&-5
CC(=O)Oc1ccc(C(=O)[C@H]2[C@H]3C(=O)N(c4ccc(C)cc4)C(=O)[C@H]3[C@@H]3C=CC=NN32)cc1	25	5	-1	8	.	-0.1	-0.2	-32
CC1CCN(C(=O)c2nc[nH]c2C(=O)O[C@H](C)c2ccccc2)CC1	1	-1	0	10	-15	-0.2	1.1	7
O=C(NNS(=O)(=O)c1ccc(F)cc1)c1cccc(O)c1	-2	-12	-4	-12	6	0.0	-1.2	-2
OCC[C@H]1C[C@H](O)[C@@H](O)[C@@]2(Cc3ccccc3CCO2)O1	0	-4	-1	-5	-6	0.0	-0.1	-10
Cc1noc(C)c1S(=O)(=O)N(C)C[C@@H]1OCCCC[C@@H](C)Oc2ccc(NC(=O)Nc3ccccc3)cc2C(=O)N([C@H](C)CO)C[C@@H]1C	-4	-5	2	0	-1	0.4	0.5	-9

Two entries from above in another layout:
> OCC[C@H]1C[C@H](O)[C@@H](O)[C@@]2(Cc3ccccc3CCO2)O1
  esBAF inh: 0; RAD54 inh: -4; ERAP1 inh: -1; GSIS activator: -5; ARNT-TACC3 inh: -6; XiGFP reactiv: 0.0; F508del corr: -0.1; RAD52 inh: -10
> Cc1noc(C)c1S(=O)(=O)N(C)C[C@@H]1OCCCC[C@@H](C)Oc2ccc(NC(=O)Nc3ccccc3)cc2C(=O)N([C@H](C)CO)C[C@@H]1C
  esBAF inh: -4; RAD54 inh: -5; ERAP1 inh: 2; GSIS activator: 0; ARNT-TACC3 inh: -1; XiGFP reactiv: 0.4; F508del corr: 0.5; RAD52 inh: -9

Later entries:
molecule	esBAF inh	RAD54 inh	ERAP1 inh	GSIS activator	ARNT-TACC3 inh	XiGFP reactiv	F508del corr	RAD52 inh
CN(CC1CCN(CCc2cccc(C(F)(F)F)c2)CC1)C(=O)c1ccc(F)cc1F	-10	-2	-2	-21	8	0.2	-0.3	-18
Cc1nc2ccc(NC(=O)Cc3ccc(Br)cc3)cc2s1	.	.	.	-13	16	0.7	2.2	0
CC(C)NC(=O)Nc1cccc2c1O[C@@H](CN(C)C(=O)Nc1ccc3c(c1)OCO3)[C@H](C)CN([C@H](C)CO)C2=O	5	4	-1	13	-3	0.1	-0.1	-7
COc1ccc(NS(=O)(=O)c2cc(NC(=O)C3CC3)ccc2N2CCOCC2)cc1	-6	20	0	-9	3	0.0	-0.1	-25
CCOc1ccc(NC(=O)CN2C(=O)C3CCCN3C2=O)cc1 (configuration not stated)	32	-9	-1	-5	.	0.3	-1.6	1
COc1ccc(NC(=O)NNC(=O)c2ccc(Cl)cc2Cl)cc1OC	2	-11	0	1	-3	0.0	-1.3	-8
Fc1cccc(Cl)c1CNc1ccc(N2CCCC2)cc1	-1	-10	0	-1	1	0.2	-2.3	-14
O=C(c1ccccc1-n1cccc1)N1N=C(C(F)F)CC1(O)C(F)F (configuration not stated)	.	.	3	.	-4	-0.1	.	10
O=C(c1ccc(F)cc1F)N1CCCC(c2nc(-c3ccc(F)cc3)no2)C1 (configuration not stated)	5	7	1	-9	-1	-0.1	0.9	2
CC(C)C[C@H]1COCCS(=O)(=O)N1Cc1cccc(Cl)c1	-4	7	4	-27	1	0.1	1.3	-15
CCc1nnc(NS(=O)(=O)c2ccc(NC(=O)c3cccc(Cl)c3)cc2)s1	-12	.	1	9	-4	0.0	0.2	0
C=CCOC(=O)C1CC=CCC1C(=O)Oc1ccc(F)cc1F (configuration not stated)	-6	-9	2	-10	24	.	.	-6
CC(C)(CO)NC(=O)CC1C(=O)NCCN1Cc1ccc(-c2ccccc2)cc1 (configuration not stated)	-4	3	-1	-9	3	0.0	1.3	-20
CCNC(=O)C1(C)CCCN(C(=O)c2oc3ccccc3c2C)C1 (configuration not stated)	3	-9	1	11	.	-0.1	1.6	5
CC1CCc2c(sc(NC(=O)Cn3nc(C(=O)O)c4ccccc4c3=O)c2C#N)C1 (configuration not stated)	.	.	.	4	-14	0.0	-4.5	-8
CCC1CCCCN1S(=O)(=O)c1ccc2c(c1)CCN2C(C)=O (configuration not stated)	-5	2	-4	20	-2	0.4	-2.5	-13
Cc1cc(/C=N/NC(N)=O)c(C)n1C1CCCCC1	1	-5	0	-4	0	0.0	-1.6	-39
O=C(NCc1cccc(C(F)(F)F)c1)N1CCN(C(=O)c2ccccc2)CC1	2	10	0	-25	-26	0.0	-3.5	-11
O=C(c1ccccc1F)N1CC(=O)N2[C@H](C1)[C@@H](c1ccc(C#Cc3ccc(F)cc3)cc1)[C@@H]2CO	.	.	-1	2	.	0.0	1.1	-2
CCS(=O)(=O)Nc1ccc2c(c1)C(=O)N(C)[C@H]1CC[C@@H](CC(=O)NCCOC)O[C@@H]1CO2	1	3	3	10	11	0.3	.	-14
